IL1B secr inh: inhibitors of inflammasome signaling (IL-1 beta secretion) | THP-1 LPS/ATP IL-1B secretion, AlphaLISA, 16 h; hits give low values | activity change, % at 57.5 µM | 360,000 tested, 4.7% active; in the data active means activity change below about -50%; inconclusive means mostly about -30% to -49%; further: on the % scale 0 is the no-effect control and ±100 the full control effect
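THP-1 cells pretreated 1 hr with compounds (up to 57.5 uM final), then stimulated with LPS (250 ng/mL final) plus ATP (1.25 mM final); secreted IL-1B measured by AlphaLISA after 16 hr, decreased signal indicating inhibition.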
KB-3-1 tox: kills parental KB-3-1 adenocarcinoma cells; KB-3-1 viability, CellTiter-Glo ATP luminescence, 72 h; Potency, µM (highest dose often 46.1 µM), inactives show top-dose activity change, negative = cytotoxic, hits mostly cytotoxic; 400,000 tested, 1.4% active; AID 1347075; further: potency means the concentration at half of the fitted maximal effect; on the % scale 0 is the no-effect control and ±100 the full control effect; nearly all actives have a fitted effect of over 60% in size
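Luminescent ATP read-out (CellTiter-Glo) measures survival of drug-naive KB-3-1 cells after 72 h compound exposure at 37 °C. Titration series was screened from lowest to highest concentration, with DMSO vehicle plates as background controls.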
HT1080NT lethal: kills 2HG-producing HT-1080-NT fibrosarcoma cells; Potency, µM (titrated, usually from 46.1 µM), for the others: at the top dose activity, negative = less viability, hits mostly cytotoxic; 360,000 tested, 1.6% active; HT-1080-NT fibrosarcoma viability, CellTiter-Glo ATP luminescence, 48 h;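 further: NT is the 2HG producing partner of a matched IDH1 knockdown line; potency means the concentration at half of the fitted maximal effect; 0% = DMSO-treated cells and -100% = media-only wells without cells; nearly all actives have a fitted effect of over 55% in size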
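Compounds were tested in concentration-response format on HT-1080-NT cells for 48 hours at 37 degrees C. Cell viability came from CellTiter-Glo luminescence; curves were classified by r2, response magnitude and activity.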
HT1080 IDH1KD tx: HT-1080 IDH1 knockdown cell toxicity (counter line); Potency, µM (highest dose often 46.1 µM), inactives show top-dose activity, negative = toxicity, usual class: cytotoxic; AID 686971; 360,000 tested, 2% active; HT-1080 IDH1 knockdown viability, ATP luminescence, 48 h;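 further: potency means the concentration at half of the fitted maximal effect; 0% = DMSO wells and -100% = cell-free medium wells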
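Knockdown cells (IDH1KD HT-1080) received compounds 2 h after plating at 750 cells/well and were kept 48 h at 37 °C in 5% FBS RPMI. A CellTiter-Glo luminescence read gave % activity for curve fitting.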
HEK293 tox: cytotoxicity counter-screen for GLP-1 receptor inverse agonists | 410,000 tested, 0.13% active | HEK293 cAMP-luciferase reporter cells, luminescence, 24 h | Potency, µM (doses to about 38.3 µM), inactives show at the highest dose activity change, negative = inhibition, hits mostly inhibitors;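 further: loss of luciferase light is scored as toxicity; potency means the concentration at half of the fitted maximal effect; on the % scale 0 is the no-effect control and ±100 the full control effect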
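Luminescence readout: signal drop marks cytotoxicity. Plated cells grew 12 h at 37 °C, 5% CO2, received 23 nL compound for 24 h, then got luciferase reagent, read after 12 min at RT.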
KB-V1 cytotox: kills drug-selected multidrug resistant KB-V1 cells; 400,000 tested, 3.4% active; Potency, µM (series often up to 46.1 µM), for inactives: at the top dose activity change, negative = cytotoxicity, hits mostly cytotoxic; AID 1347076; KB-V1 MDR cells viability, CellTiter-Glo, 72 h; further: potency means the concentration at half of the fitted maximal effect; on the % scale 0 is the no-effect control and ±100 the full control effect; nearly all actives have a fitted effect of over 60% in size
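qHTS viability screen in drug-selected KB-V1 MDR cells: 72 h compound treatment at 37 degrees C, ATP luminescence end point.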
SW480 rereplic: induces DNA re-replication in SW480 colon adenocarcinoma cells. SW480 DNA re-replication, Hoechst DNA content imaging, 48 h. Potency, µM (top dose mostly 46.1 µM), without a hit: top-dose re-replication activation, hits mostly activators. 340,000 tested, 1.8% active. AID 624297; further: potency means the concentration at half of the fitted maximal effect; % of control where 0% means no effect; nearly all actives have a fitted effect of over 55% in size
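Compounds, transferred as 23 nL by pin tool, were incubated with cells for 48 hr; DNA content per nucleus was then quantified by Hoechst staining and fluorescence plate imaging.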
MCF10A rereplic: DNA re-replication induction in MCF 10a cells. 350,000 tested, 2.9% active. MCF 10A DNA re-replication, Hoechst nuclear intensity, 48 h. Potency, µM (titrated, usually from 46.1 µM), without a hit: top-dose activity, positive = re-replication, most hits filed as activators. AID 624296; further: potency means the concentration at half of the fitted maximal effect; % of control where 0% means no effect; nearly all actives have a fitted effect of over 50% in size
D3 ag: D3 dopamine receptor (human) agonism; 410,000 tested, 0.58% active; AID 652048; max activation, %; D3R DiscoveRx beta-arrestin cells, luminescence, 90 min; in the data active means max activation above about 30%; further: 0% is about no effect; mostly tested at two doses, the higher about 12 µM
Target sequence (P35462 whole entry, looked up): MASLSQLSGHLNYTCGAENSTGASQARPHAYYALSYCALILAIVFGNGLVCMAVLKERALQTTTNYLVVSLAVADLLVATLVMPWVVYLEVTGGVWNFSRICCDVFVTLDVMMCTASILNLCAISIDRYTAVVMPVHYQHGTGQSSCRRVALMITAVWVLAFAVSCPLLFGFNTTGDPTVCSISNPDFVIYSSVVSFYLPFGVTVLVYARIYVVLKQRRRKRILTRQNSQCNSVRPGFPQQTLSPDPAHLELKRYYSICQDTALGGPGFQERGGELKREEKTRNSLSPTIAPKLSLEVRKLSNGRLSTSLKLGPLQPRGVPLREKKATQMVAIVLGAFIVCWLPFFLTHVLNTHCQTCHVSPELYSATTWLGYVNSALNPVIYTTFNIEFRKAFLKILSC
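Agonist-mode cell screen: cells plated at 1500/well and incubated overnight at 37 °C, then exposed to library compounds for 90 min at 37 °C. Detection reagent was added for 30–60 min at room temperature, and luminescence was read.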
The depositor's hits bear a star; ? = inconclusive; nt = no result given; [ ] = remark or other dose. Unless noted, the call rests on the fitted dose curve; in most records, active means well fitted curve in the direction sought with a large enough effect; inconclusive means small, poorly fitted or top-dose-only effect, or another doubt; inactive means no such curve, though single readings can be large; an effect the other way counts as inactive or inconclusive.

Each structure is followed by: IL1B secr inh	KB-3-1 tox	HT1080NT lethal	HT1080 IDH1KD tx	HEK293 tox	KB-V1 cytotox	SW480 rereplic	MCF10A rereplic	D3 ag
1. O=C(Nc1ccc(-c2nc3cc(Cl)ccc3o2)cc1)c1cc(Br)ccc1Cl
→ nt	-1%	nt	nt	-22%	9%	nt	nt	18
2. Cc1cc(C)c(C)c(S(=O)(=O)Nc2ccc(C(N)=O)cc2)c1C
→ 78	-1%	-19%	-29%	1%	-19%	-3%	-15%	8
3. COc1ccc(NC(=O)c2ccc3c(c2)nnn3C2CCCC2)cc1Cl
→ nt	4%	nt	nt	-6%	8%	nt	nt	0
4. Cc1nc2cccnc2n1C1CCN(S(=O)(=O)c2ccc(C(C)C)cc2)CC1
→ nt	-18%	nt	nt	7%	-17%	nt	nt	-13
5. CCOc1c(Br)cc(Br)cc1/C=C1\SC(N)=NC1=O
→ 1	5%	10%	3%	6%	0%	-9%	-2%	-6
6. COc1ccccc1CNc1nc(SC)ncc1CO
→ 2	-2%	-1%	3%	-8%	0%	-4%	-34%[inhibitor]	-5
7. Cc1c(C(=O)Nc2ccc3c4c(cccc24)CC3)cccc1[N+](=O)[O-]
→ 47	?	1%	-12%	4%	15%	?	1%	-1
8. COc1cc(CNCc2cccnc2)ccc1OCC(=O)NC1CCCCC1
→ 0	-5%	-2%	-3%	12%	-3%	1%	0%	-9
9. Nc1cccc2[nH]c(C(F)(F)F)nc12
→ -8	-7%	2%	5%	-4%	-8%	-2%	4%	-11
10. COc1cc(/C=C/C(=O)NCc2ccccn2)cc(OC)c1OC
→ -6	11%	8%	8%	-13%	9%	-6%	5%	1
11. CC1=C(C(N)=O)C(c2cccnc2)n2nc(SCc3ccccc3Cl)nc2N1 (stereo not given)
→ 5	?	-10%	-3%	0%	24%	-3%	1%	3
12. CCCc1cc(CNC(=O)C2CCC(=O)N(CCc3cccc(F)c3)C2)on1 (stereo not given)
→ 19	17%	1%	14%	-14%	-4%	23%	1%	4
13. COc1cc2c(cc1OC)C(C)N(S(=O)(=O)c1cnc(Cl)c(Cl)c1)CC2 (stereo not given)
→ -97*	?	?	?	?	?	?	-1%	-4
14. CN(C)c1nc(Nc2ccccc2)nc(Oc2ccc(=O)[nH]n2)n1
→ 122	-4%	-2%	-1%	6%	-6%	-13%	1%	-3
15. CN(c1ccccc1)S(=O)(=O)c1ccc(Cl)c(C(=O)Nc2nc3ccccc3[nH]2)c1
→ ?	?	-21%	?	6%	?	16%	?	5
16. CCOC(=O)c1c(C)[nH]c(C)c1S(=O)(=O)N1CCN(c2ccc([N+](=O)[O-])cc2)CC1
→ -4	-8%	-4%	-6%	1%	-11%	-20%	2%	-8
17. CC(=O)Nc1ccc(S(=O)(=O)N2CCN(c3ccc(C)c(Cl)c3)CC2)cc1
→ -25	0%	-6%	-11%	-1%	-9%	-4%	23%	0
18. Cc1nc(NC(=O)c2c(-c3ccccc3Cl)noc2C)sc1C
→ 62	-1%	0%	-16%	10%	1%	17%	-3%	-1
19. COc1ccc(-c2coc3c(C(=O)NCCN(C)C)cccc23)c(C)c1
→ -21	?	26µM*	16µM*	5%	-19%	nt	nt	-15
20. CCOc1ccc(OCC)c(NC(=O)c2cc(CN3CCOCC3)on2)c1
→ nt	6%	nt	nt	3%	-5%	nt	nt	2
21. CSc1nn(Cc2cccc(C)c2)c(N)c1S(=O)(=O)c1ccccc1
→ nt	-14%	nt	nt	7%	?	nt	nt	5
22. Cc1ccc(C)c(NC(=O)c2ccc3ccccc3n2)c1
→ 26	-11%	-8%	-5%	-2%	3%	6%	6%	-2
23. Cn1cccc1C(=O)NNC(=O)c1ccccc1Br
→ -5	-11%	-10%	-8%	2%	-3%	-2%	0%	-4
24. Cc1cccc(C)c1NS(=O)(=O)c1c(C(=O)N2CCCCC2)c(C)n(C)c1C
→ -9	8%	14%	9%	-8%	-12%	1%	-3%	-13
25. CCc1ccc(NC(=O)C2CCCN(S(=O)(=O)c3cnc[nH]3)C2)cc1 (stereo not given)
→ 9	1%	16%	2%	7%	-9%	1%	-5%	-5
26. O=C(Nc1ccc(Br)cc1)N1CCCC(O)C1 (stereo not given)
→ -3	4%	5%	3%	2%	-1%	-1%	-4%	-2
27. C=CCNC(=O)/C(=C/c1ccc(Br)cc1)NC(=O)c1ccccc1OC
→ -19	9%	-7%	-20%	2%	?	-1%	1%	-6
28. O=C(O)c1ccc(N=NNc2cccc([N+](=O)[O-])c2)cc1
→ -2	-1%	2%	-15%	-16%	-11%	-9%	0%	-8
29. CCOc1ccc(NC(=O)CSc2nc3nc4c(cc3c(=O)n2CC)COC(C)(C)C4)cc1
→ ?	6%	-3%	-2%	-1%	24%	-4%	13%	4
30. COc1ccccc1NC(=O)/C(=C/c1ccncc1)NC(=O)c1ccccc1
→ -8	-5%	0%	2%	-6%	20%	-8%	3%	3

Molecules listed so far that contain fluorine (two):
Each structure is followed by: IL1B secr inh	KB-3-1 tox	HT1080NT lethal	HT1080 IDH1KD tx	HEK293 tox	KB-V1 cytotox	SW480 rereplic	MCF10A rereplic	D3 ag
9. Nc1cccc2[nH]c(C(F)(F)F)nc12
→ -8	-7%	2%	5%	-4%	-8%	-2%	4%	-11
12. CCCc1cc(CNC(=O)C2CCC(=O)N(CCc3cccc(F)c3)C2)on1 (stereo not given)
→ 19	17%	1%	14%	-14%	-4%	23%	1%	4

Carrying on:
Each structure is followed by: IL1B secr inh	KB-3-1 tox	HT1080NT lethal	HT1080 IDH1KD tx	HEK293 tox	KB-V1 cytotox	SW480 rereplic	MCF10A rereplic	D3 ag
31. CC(C)COP(=O)(c1ccc(N(C)C)cc1)C(O)c1cccnc1 (stereo not given)
→ -14	19%	7%	-3%	3%	0%	-5%	1%	5
32. Cc1ccc(NC(=O)COC(=O)c2ccc3c(c2)OCO3)cc1S(=O)(=O)N1CCCCC1
→ -13	12%	0%	-4%	1%	5%	1%	3%	1
33. CCCC(C(=O)NC(C)(C)C)N(Cc1ccccc1)C(=O)c1snc(C(N)=O)c1N (stereo not given)
→ -2	0%	-5%	-3%	7%	2%	nt	nt	-6
34. CCCNC(=O)C1(C)CCCN(Cc2cccc3ccccc23)C1 (stereo not given)
→ -18	0%	-16%	-20%	-8%	-3%	nt	nt	0
35. CC(C)(C)C(=O)c1c(N)[nH]c(C(=O)c2ccccc2)c1-c1ccc(Cl)cc1Cl
→ -5	-4%	10%	1%	4%	-13%	nt	nt	-1
36. CCOC(=O)c1ccc(NCCOC)c([N+](=O)[O-])c1
→ 4	-6%	20%	8%	-7%[0.307 µM]	?	0%	-2%	-8
37. COc1ccc(C(O)c2nc(-c3ccc(OC)c(OC)c3)cs2)cc1 (stereo not given)
→ -2	-19%	0%	10%	1%	?	nt	nt	-5
38. CN(C(=O)CSc1ncn[nH]1)C1(C#N)CCCCC1
→ -8	2%	3%	4%	1%	?	-20%	-2%	2
39. Cc1onc(-c2c(F)cccc2Cl)c1C(=O)N1CCCCC1
→ -6	1%	18%	18%	9%	18%	-11%	2%	-5
40. Cc1nn(C)cc1S(=O)(=O)NC1CCCC1
→ 38	19%	0%	11%	-4%	1%	2%	12%[9.22 µM]	5
41. Cn1cccc1Cc1nnc(SCC(=O)NCC2CCCO2)n1-c1ccc(F)cc1 (stereo not given)
→ -3	1%	-1%	0%	2%	1%	-5%	2%	0
42. COc1ccc(NC(=O)COC(=O)c2cccn2C)cc1S(=O)(=O)N1CCCCC1
→ -2	-2%	-8%	0%	-7%	-21%	-6%	-12%	0
43. O=C(Nc1ccc2c(c1)OCO2)c1c(F)cccc1F
→ -21	?	8%	9%	12%	9%	-1%	0%	7
44. O=c1c2[nH]c3ccccc3c2ncn1CCN1CCNCC1
→ 34	1%	-9%	-2%	13%	15%	-4%	14%	-7
45. CNc1cnc(-c2ccccc2OC)cn1
→ -11	0%	23%	?	4%	-2%	nt	nt	6
46. COc1ccc(OC)c(S(=O)(=O)NCc2cn3cccc(C)c3n2)c1
→ 0	19%	13%	5%	8%	0%	-6%	-6%	1
47. CC(C)CNC(=O)C1CCN(c2ccc(S(=O)(=O)N3CCOCC3)cc2)CC1
→ 8	-14%	-1%	1%	12%	?	-4%	7%	1
48. O=c1cc(-c2ccccc2)c2ccc(O)cc2o1
→ -60*	4%	0%	-11%	nt	-19%	?	13%	0
49. Fc1ccccc1COc1cccc2cccnc12
→ -18	16%	-4%	-5%	7%	-13%	8%	17%	6
50. O=c1cc(-c2ccccc2Cl)oc2cc(O)cc(O)c12
→ 46	-26%	-3%	8%	-11%	-3%	1%	?	1
51. COc1ccc(OCC(=O)OC2CCCN(C)C2)cc1 (stereo not given)
→ 5	46%	15%	12%	-7%	0%	-5%	2%	11
52. O=C(Cc1nc2ccccc2[nH]1)c1cccc([N+](=O)[O-])c1
→ 0	?	2%	-7%	3%	0%	?	7.3µM*	-5
53. CC(C)(C)C(=O)/C=C1\NC(=O)CS1
→ 4	-2%	8%	17%	12%	1%	1%	-18%	1
54. CN(c1nc2ccccc2[nH]c1=O)C1CCCCC1
→ 25	-17%	-20%	-9%	4%	13%	3%	?	3
55. O=S(=O)(c1ccccc1)N1CCC2(CC1)OCCO2
→ 0	16%	15%	13%	0%	7%	23%	-8%	7
56. CCc1nnc(NC(=O)CSc2n[nH]c(-c3ccccc3O)n2)s1
→ 16	-1%	-6%	-14%	-1%	6%	-12%	-15%	-8

No enrichment for hits; about 11% have a hit in one of these screens.
